Tn6 DDE FP – inhibitors of Tn6 peptide binding to human fibrin DD(E). P02675. Fibrin DD(E) TRITC-Tn6 fluorescence polarization displacement. inhibition, % at 8.3 µM. 0.21% of 370,000 active. AID 720509;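 active = inhibition above a per-campaign cutoff: mean of compounds within control limits plus 3 SD, cut at about 15% in these data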;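 note: 0% = median of all compound wells on the plate and 100% = blocking peptide control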
LEDGF integ inh – blocks HIV-1 LEDGF/p75-dependent DNA integration; inhibition, % at 3.7 µM; AID 743269; 0.64% of 370,000 active; TR-FRET IN-LEDGF/p75 DNA integration, Eu/Cy5;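 active = inhibition above the screen-wide mean plus 3 SD, cut at about 13% in these data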;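 note: signal is the Cy5 over europium emission ratio at 671 and 618 nm; 0% = plate median of compound wells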
TCR-CD3 inh – human TCR-CD3 binding inhibition. TAMRA-labeled TCR probe fluorescence, biochemical. inhibition, % at 9.4 µM. 0.37% of 360,000 active; in the data active = inhibition above about 19%;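 note: recombinant mutant TCR 2C K166C tagged with TAMRA read by polarization; 0% = receptor in buffer alone and 100% = receptor with positive control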
DDE Tn7 FP inh – DD(E)-Tn7 binding inhibition, primary FP screen | P02675 | FP displacement of FITC-Tn7 peptide from fibrin DD(E); 0% = median of compound wells per plate | inhibition, % at 8.3 µM | 0.13% of 370,000 active;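 active = inhibition above the mean of compounds falling within the control limits plus 3 SD of them, cut at about 14% in these data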;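 note: 0% = plate median of compound wells and 100% = 10 µM Aha-Tn7 peptide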
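System: human fibrin DD(E); quantity: Fibrin-DD(E) at 2 µM final; also added: fluorescent Tn7 probe at 0.1 µM; compound dosing: single nominal test concentration of 8.3 µM per compound; schedule: 10 min preincubation, 3 h with tracer, room temperature; detection: fluorescence polarization of the labelled Tn7 tracer; repeats: one replicate per compound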
MBD2 inh – blocks human MBD2 binding to methylated DNA; Q9UBB5; TR-FRET, MBD2 binding to methylated oligonucleotide; inhibition, % at 4.4 µM; 0.31% of 370,000 active; in the data active = inhibition above about 13%
TDP2 inh – blocks human TDP2 phosphodiesterase activity; O95551; recombinant TDP2, T5PNP hydrolysis, p-nitrophenol absorbance 415 nm; inhibition, % at 12.8 µM; 0.34% of 370,000 active; AID 720702;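 active = inhibition above the mean of all tested compounds plus 3 SD, set per campaign, cut at about 25% in these data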;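 note: 0% = DMSO with enzyme and 100% = buffer with substrate but no TDP2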
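Evaluation: % inhibition relative to enzyme-containing and enzyme-free wells. Material: recombinant human TDP2. Benchmarks: enzyme-free and DMSO wells. Timing: enzyme reaction with compound for 2 h at 37 °C. Compound dosing: 12.8 µM only. Measured by: p-Nitrophenol epi absorbance. Reagent: T5PNP substrate at 5 mM, a TopII-DNA adduct mimic. Replication: single well per compound.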
KLK7 zymogen act – activators of human kallikrein-7 zymogen. purified proKLK7, EDANS-DABCYL substrate fluorescence; 100% is mature enzyme control, 0% vehicle. activation, % at 7 µM. 0.9% of 370,000 active;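 active = activation above the mean of all tested compounds plus 3 SD, computed per campaign excluding outliers beyond control limits, cut at about 13% in these data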
UHRF1 binding – blocks human UHRF1 binding to methylated DNA. Q96T88. UHRF1 binding to methylated oligo, TR-FRET. AID 687016. inhibition, % at 4.4 µM. 0.75% of 370,000 active; in the data active = inhibition above about 21%;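 note: UHRF1 SRA domain binding a hemimethylated CpG hairpin DNA probe; 0% = median of test compound wells and 100% = reference inhibitor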
PRMT1 FP inh – blocks human protein arginine methyltransferase 1 | Q99873 | 1.3% of 370,000 active | recombinant PRMT1, activity-based probe fluorescence polarization | inhibition, % at 2.79 µM | AID 652257;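 active = inhibition above about 21% made by adding two undisclosed values, limit read from the data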
Target sequence (Q99873 whole entry, looked up): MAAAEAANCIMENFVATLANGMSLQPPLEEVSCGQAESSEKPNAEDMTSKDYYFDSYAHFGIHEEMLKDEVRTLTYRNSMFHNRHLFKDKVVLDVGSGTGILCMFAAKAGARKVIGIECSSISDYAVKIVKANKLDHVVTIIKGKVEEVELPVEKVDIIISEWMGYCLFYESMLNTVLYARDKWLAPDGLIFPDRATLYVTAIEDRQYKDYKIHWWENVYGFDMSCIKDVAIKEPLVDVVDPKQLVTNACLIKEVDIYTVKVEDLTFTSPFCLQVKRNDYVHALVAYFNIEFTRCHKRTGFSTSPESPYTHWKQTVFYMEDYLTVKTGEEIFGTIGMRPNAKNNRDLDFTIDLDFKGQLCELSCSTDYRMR
SIAE primary – blocks human sialic acid acetylesterase | SIAE FP-Rh probe binding, fluorescence polarization | inhibition, % at 9.66 µM | AID 1053197 | 0.69% of 370,000 active;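 active = inhibition above a cutoff: mean of compounds within the control limits plus 3 SD of those, cut at about 17% in these data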;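 note: 0% = plate median of compound wells and 100% = probe without SIAE protein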
Target sequence (Q9HAT2 whole entry, looked up): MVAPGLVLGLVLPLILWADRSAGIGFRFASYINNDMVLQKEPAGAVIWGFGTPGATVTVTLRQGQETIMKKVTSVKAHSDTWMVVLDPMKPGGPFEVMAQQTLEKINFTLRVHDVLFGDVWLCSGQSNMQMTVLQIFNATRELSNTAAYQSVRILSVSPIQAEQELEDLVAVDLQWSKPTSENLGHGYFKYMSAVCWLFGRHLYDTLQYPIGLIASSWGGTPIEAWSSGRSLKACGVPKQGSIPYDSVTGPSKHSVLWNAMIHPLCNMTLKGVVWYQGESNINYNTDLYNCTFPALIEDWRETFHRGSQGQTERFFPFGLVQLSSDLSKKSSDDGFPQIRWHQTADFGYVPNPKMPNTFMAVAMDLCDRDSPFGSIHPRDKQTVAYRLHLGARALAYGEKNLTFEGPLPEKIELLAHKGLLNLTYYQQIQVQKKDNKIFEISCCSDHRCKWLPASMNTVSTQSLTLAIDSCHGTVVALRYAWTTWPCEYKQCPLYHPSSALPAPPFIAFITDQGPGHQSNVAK
An asterisk follows results filed as active.

SMILES	Tn6 DDE FP	LEDGF integ inh	TCR-CD3 inh	DDE Tn7 FP inh	MBD2 inh	TDP2 inh	KLK7 zymogen act	UHRF1 binding	PRMT1 FP inh	SIAE primary
CC(=O)c1cc2c(cc1N/C(=N/S(=O)(=O)c1ccc(Br)cc1)c1ccccc1)OCO2	-4.9	1.6	2.4	-5.4	-1.3	-7.6	-0.5	1.6	-4.4	-5.2
O=C(O)CNC(=O)c1ccc(NC(=O)/C(=C/c2ccccc2)NC(=O)c2ccccc2)cc1	1.2	-2.1	0.5	1.1	1.8	9.6	0.5	-2.4	-2.0	4.4
O=C(Cc1cccc(NC(=O)C2CCCN(C(=O)C3CCCCC3)C2)c1)Nc1cccc(C(=O)N2CCOCC2)c1 (stereo unspecified)	0.8	5.8	0.9	1.1	-1.8	-3.6	-0.3	-1.4	-3.0	6.2
Cc1cc([N+](=O)[O-])nn1Cc1noc(C(=O)NCCCn2ccnc2)n1	2.4	2.4	2.4	-4.3	2.9	-11.2	-0.6	-3.1	-2.1	-9.7
CC1(CCC(=O)N2CCCC(N3CCN(c4ccc(F)cc4)CC3)C2)CC1 (stereo unspecified)	3.3	0.2	1.5	8.2	-2.5	4.4	0.6	-0.6	-2.4	6.7
O=C(NCCO)C1CCN(S(=O)(=O)c2ccc(F)cc2)CC1	5.7	0.5	2.1	-3.6	-1.4	-0.1	-0.2	-0.8	0.8	-0.1
CCOC(=O)[C@H]1[C@H]2COc3cc(OC)ccc3[C@@H]2N2C(=O)c3cc(OC)ccc3NC(=O)[C@@]12C	3.4	5.4	3.0	-3.9	-0.2	-3.4	0.7	1.3	1.3	-4.3
O=[N+]([O-])c1ccc(CN2CCN(c3ccccc3)CC2)o1	1.4	-2.1	4.3	9.7	0.1	20.1	0.0	-2.5	4.4	1.3
CC(=O)N1CCN(CC(=O)Nc2ccc(C)c(S(=O)(=O)N(C)C)c2)CC1	5.9	3.5	1.7	-4.2	1.7	16.6	-0.4	-0.9	-3.5	-1.6
CC12CCC3c4ccc(OCCCO)c([N+](=O)[O-])c4CCC3C1CCC2=O (stereo unspecified)	2.9	-3.5	-9.3	3.5	1.4	-6.0	0.5	-0.1	2.8	-0.9
CCN(c1cccc(C)c1)C(C(=O)Nc1ccc(OC)cc1)c1cc2c(cc1[N+](=O)[O-])OCO2 (stereo unspecified)	-1.1	0.0	-1.9	-2.4	-0.8	-4.7	0.0	0.8	2.7	4.7
Cc1ccccc1C1NS(=O)(=O)N=C1N (stereo unspecified)	0.6	-0.6	0.7	-1.0	-2.1	-7.9	0.3	0.1	0.9	-2.2
CC1Cc2ccccc2N1C(=S)Nc1cccc(S(=O)(=O)N(C)C)c1 (stereo unspecified)	-4.0	-1.7	-10.1	-4.6	0.3	0.4	-0.2	0.3	-1.7	5.1
COc1cccc(CC(=O)N2CCN(C(=O)C(=O)c3ccc(OC)c(OC)c3)CC2)c1	-4.9	-1.8	4.9	-4.6	6.0	10.8	0.1	4.7	-1.5	-1.0
CC(C)NC(=O)C1CCN(C2CCN(C(=O)/C=C/c3cccs3)CC2)CC1	1.8	-1.0	-1.0	-3.0	1.6	8.8	0.3	-3.5	-2.1	-2.5
CCNc1nc(NC(C)(C)C)nc(SC(C(C)=O)C(C)=O)n1	1.2	0.4	-2.2	2.6	3.2	8.2	-0.1	-1.9	1.5	5.2
O=C1c2[nH]nc(-c3ccccc3O)c2C(c2ccccc2F)N1Cc1ccco1 (stereo unspecified)	-15.9	-0.6	-2.5	3.1	3.2	6.8	-0.1	-0.5	5.2	-6.5
Cc1cccc2sc(NC(=O)[C@@H]3CCCN3C(=O)c3cccs3)nc12	-12.1	-2.9	6.5	6.0	0.5	0.5	-0.1	0.3	-1.8	-0.8
CCNC(=S)Nc1cc(-c2ccc(Cl)cc2)[nH]n1	3.8	3.0	2.6	0.5	-2.5	8.2	-0.1	-1.9	43.6*	-2.9
COc1ccccc1C(=O)Nc1ccc(Oc2ncnc3sc(-c4ccccc4)cc23)cc1	1.5	1.2	3.2	-0.2	-4.1	8.3	0.0	-0.2	-0.9	14.0
CC(=O)c1ccc(NC(=S)Nc2cccc(S(=O)(=O)Nc3c(C)n(C)n(-c4ccccc4)c3=O)c2)cc1	2.8	-4.0	10.4	0.8	0.5	-3.9	0.2	0.5	2.7	2.5
CCOC(=O)c1cc2n(n1)C(C(F)(F)C(F)(F)F)CC(C)N2 (stereo unspecified)	9.1	-0.1	-1.2	-1.8	1.7	-3.1	-0.6	-3.4	-1.1	3.8
Cc1ccc(CCNC(=O)C2CCCN(c3nc4ccccc4o3)C2)cc1 (stereo unspecified)	4.5	1.2	0.8	5.3	0.0	1.8	-0.3	-1.3	0.6	-7.3
CCN(CC)C(=O)n1c(Cc2ccccc2)nc2ccccc21	9.8	-2.4	2.9	3.1	-2.3	5.5	0.3	0.1	0.0	-13.1
COc1ccc(N(Cc2cc3ccc(C)cc3[nH]c2=O)C(=O)C2CCCO2)cc1 (stereo unspecified)	1.2	-3.3	-2.7	-0.9	6.1	-4.4	-0.2	-1.6	5.1	5.2

The results go on.
SMILES	Tn6 DDE FP	LEDGF integ inh	TCR-CD3 inh	DDE Tn7 FP inh	MBD2 inh	TDP2 inh	KLK7 zymogen act	UHRF1 binding	PRMT1 FP inh	SIAE primary
CCOc1ccc(S(=O)(=O)N2CCOCC2)cc1NC(=O)CN1C(=O)NC(C)(c2ccccc2)C1=O (stereo unspecified)	-3.0	0.3	4.7	9.8	-2.9	3.5	-0.3	-1.3	3.2	-5.9
O=C(NC(Cc1c[nH]c2ccccc12)c1nnc2n1CCCCC2)c1cccs1 (stereo unspecified)	-0.2	1.3	-5.7	11.3	2.4	5.4	0.3	-0.4	-1.4	-0.3
CCN(CC)S(=O)(=O)c1ccc(C)c(NC(=O)CNc2cccc(S(=O)(=O)N3CCOCC3)c2)c1	1.6	-2.8	1.1	-3.0	2.2	3.8	0.3	-1.2	2.6	-9.2
COC(=O)c1ccc(NC(=O)c2ccco2)cc1	-8.9	2.0	0.6	1.8	-1.4	-7.0	0.1	0.6	-2.6	-9.3
COc1ccccc1Nc1nc(=O)[nH]nc1C	-5.8	-4.9	-3.3	0.8	-3.0	-9.5	-0.2	0.1	0.8	7.7
CCN(CC(=O)Nc1cc(Cl)ccc1C)C(=O)CCS(=O)(=O)c1ccc(Cl)cc1	-8.1	-1.8	0.9	0.7	6.7	2.8	0.0	2.8	0.7	-0.5
CCOCC(=O)Nc1ccc(-c2cn3cccnc3n2)cc1	-0.1	-1.3	-8.0	-2.8	1.1	-2.0	39.0*	0.2	3.7	-1.5
CCCN(CC1COc2ccccc2O1)C(=S)Nc1ccc(C)cc1 (stereo unspecified)	-2.2	-0.6	2.5	-4.2	-3.2	8.7	-0.3	-0.2	-2.6	-0.1
Cc1ccc(S(=O)(=O)N/N=C/c2ccc(OCC(=O)Nc3ccccc3Cl)cc2)cc1	0.3	0.1	-2.6	-0.7	-0.5	-18.9	0.0	-0.4	0.3	-19.0
NC(CSC(c1ccccc1)(c1ccccc1)c1ccccc1)C(=O)O (stereo unspecified)	-1.0	4.0	3.5	-0.1	-0.5	-13.9	-0.8	-0.1	6.1	-6.1
CC1CN(/C(=N\S(=O)(=O)c2ccccc2)c2ccccc2)CC(C)O1 (stereo unspecified)	4.9	-0.9	7.8	-0.8	-3.9	-5.4	0.5	-2.0	0.5	2.2
COc1ccc(S(=O)(=O)N2CCCC(C(=O)NCc3ccncc3)C2)cc1 (stereo unspecified)	2.4	1.7	-7.8	-3.2	0.2	-5.8	-0.1	1.2	1.7	-1.6
Nc1sc(-c2ccccc2)c(Cc2ccccc2)c1C(=O)O	1.5	-2.2	-4.8	8.1	-1.8	0.4	-0.3	1.9	0.3	4.7
COc1cccc(NC(=O)C2CC(=O)N/C(=N/NC(=O)c3ccc(C)cc3)S2)c1 (stereo unspecified)	5.4	2.7	0.5	-10.0	-3.0	-13.8	-0.2	-0.7	2.4	0.2
CCN(CC)C(=O)CSc1nc(C)cc(C)c1C#N	-3.7	4.4	13.2	-3.4	-4.0	-4.4	0.5	2.2	6.2	-0.3
CC(C)n1ncc2c(C(=O)NCCc3ccc(S(N)(=O)=O)cc3)cc(C3CC3)nc21	4.1	-3.4	8.7	-1.4	-2.1	-11.4	1.3	0.3	-0.2	2.6
CC(=O)Oc1ccc(/C=C/c2nc3ccccc3c(=O)o2)cc1	3.0	1.1	-2.4	-1.5	-0.7	7.2	2.7	-2.1	1.3	-5.5
Cc1nc2sc(C(c3ccco3)N3CCN(c4ccccc4)CC3)c(O)n2n1 (stereo unspecified)	-4.0	-1.8	0.8	-4.1	2.7	-7.8	0.6	6.1	7.1	-8.9
O=C(/C=C/c1ccc2c(c1)OCO2)Nc1nc2ccc(F)cc2s1	5.3	6.3	-3.2	0.3	-6.0	-16.1	-0.6	-0.1	-5.1	-9.2
Cc1cc(C)n2nc(C(=O)OCC(=O)N(C)CC(=O)Nc3ccccc3Cl)nc2n1	-7.7	4.0	3.5	-10.4	-3.9	15.7	0.6	-1.7	0.5	-9.1
O=C(NCCN1C(=O)S/C(=C/c2cccnc2)C1=O)C1CC(=O)N(Cc2ccccc2)C1 (stereo unspecified)	-4.4	-6.9	-2.7	7.2	1.4	0.4	0.3	0.9	5.9	-5.5
Cn1nc(-c2ccc(N3CCN(CCO)CC3)c([N+](=O)[O-])c2)c2ccccc2c1=O	10.4	-0.6	-4.6	-4.9	-7.1	0.0	1.4	-3.7	-2.9	1.2
COc1ccc(NC(=O)COC(=O)c2c3c(nc4ccccc24)CCCC3)cc1Cl	-0.7	2.2	12.2	-2.8	-6.5	1.5	-0.3	-0.4	-2.4	-91.9
O=C(c1ccc(F)cc1)N1CCN(c2ccc([N+](=O)[O-])c(N3CCOCC3)c2)CC1	7.6	-3.4	-4.2	11.2	-2.9	1.7	0.7	-3.1	0.3	-3.2
CCn1cc(/C=C(\NC(=O)c2cc(OC)c(OC)c(OC)c2)C(=O)N2CCOCC2)c2ccccc21	-0.3	0.0	1.7	-0.5	0.9	-9.6	-8.1	-4.0	-0.4	6.5

Part of the list above, limited to Tn6 DDE FP, KLK7 zymogen act and TCR-CD3 inh:
structure | Tn6 DDE FP | KLK7 zymogen act | TCR-CD3 inh
CCCN(CC1COc2ccccc2O1)C(=S)Nc1ccc(C)cc1 (stereo unspecified) | -2.2 | -0.3 | 2.5
COc1cccc(NC(=O)C2CC(=O)N/C(=N/NC(=O)c3ccc(C)cc3)S2)c1 (stereo unspecified) | 5.4 | -0.2 | 0.5
COc1ccccc1Nc1nc(=O)[nH]nc1C | -5.8 | -0.2 | -3.3

Screening results (PubChem)
